MEKK3 PB1 HTS: raises or lowers MEK5 binding to the human MEKK3 PB1 domain. Q99759. AID 1529. binding response (% of control), % at 10 µM. bead-based flow cytometry, Alexa488-MEK5 binding to MEKK3; actives lie on both sides; 0 = blocked by unlabeled MEK5, 100 = vehicle. actives 1.4% (n = 290,000);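 active = binding response more than 3 SD above or below the average of its plate-row segment, actives on both sides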;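 note: Alexa488 bead fluorescence after subtracting the streptavidin-only scavenger bead signal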
Target sequence (Q99759 whole entry, looked up, the tested form may be a part): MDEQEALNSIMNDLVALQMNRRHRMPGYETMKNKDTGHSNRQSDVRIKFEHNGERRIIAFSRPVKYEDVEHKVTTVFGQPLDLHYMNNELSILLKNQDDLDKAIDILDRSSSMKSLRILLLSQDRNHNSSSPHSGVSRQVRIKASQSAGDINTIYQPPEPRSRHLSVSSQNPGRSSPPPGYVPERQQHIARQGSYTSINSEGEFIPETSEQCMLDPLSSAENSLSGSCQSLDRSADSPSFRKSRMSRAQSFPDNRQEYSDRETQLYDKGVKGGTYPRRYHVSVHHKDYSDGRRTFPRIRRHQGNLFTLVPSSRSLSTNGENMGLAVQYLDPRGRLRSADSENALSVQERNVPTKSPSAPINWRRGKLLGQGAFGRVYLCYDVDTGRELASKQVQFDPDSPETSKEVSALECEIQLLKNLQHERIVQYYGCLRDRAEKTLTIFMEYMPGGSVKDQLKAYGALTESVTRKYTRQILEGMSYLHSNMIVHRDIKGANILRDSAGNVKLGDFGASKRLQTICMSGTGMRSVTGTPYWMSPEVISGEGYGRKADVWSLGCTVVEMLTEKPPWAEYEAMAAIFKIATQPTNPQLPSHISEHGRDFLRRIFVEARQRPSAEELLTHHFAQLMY
OXTR agonist: human OXTR agonism; P30559; CHO-OTR cells, Fluo-8 calcium fluorescence; normalized: DMSO 0%, oxytocin 100%; activation, % at 3 µM; actives 0.32% (n = 320,000);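 active = activation above the mean of all tested compounds plus 3 SD, cutoff set per screening run, cut at about 20% in these data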;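 note: peak over basal fluorescence ratio from a 100 s FLIPR kinetic read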
Target sequence (P30559 whole entry, looked up): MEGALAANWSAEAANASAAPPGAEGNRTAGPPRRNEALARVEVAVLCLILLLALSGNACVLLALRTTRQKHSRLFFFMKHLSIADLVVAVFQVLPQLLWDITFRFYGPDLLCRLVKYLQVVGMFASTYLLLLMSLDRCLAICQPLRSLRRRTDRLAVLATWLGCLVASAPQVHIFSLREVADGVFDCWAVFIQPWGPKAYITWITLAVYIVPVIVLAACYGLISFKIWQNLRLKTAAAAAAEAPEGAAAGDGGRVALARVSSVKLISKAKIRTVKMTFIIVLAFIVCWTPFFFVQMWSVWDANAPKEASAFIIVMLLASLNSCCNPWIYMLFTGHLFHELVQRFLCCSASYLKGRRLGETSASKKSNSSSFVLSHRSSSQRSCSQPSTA
MEKK2wt PB1 HTS: raises or lowers MEK5 binding to wildtype human MEKK2 PB1 domain | Q9Y2U5 | bead flow cytometry, Alexa488-MEK5 binding to MEKK2 WT; actives lie on both sides | binding response (% of control), % at 10 µM | actives 1.1% (n = 290,000) | AID 1531; in the data active = binding response below about 67% or above about 130%
GPR7 antagonist: antagonists of human GPR7 (neuropeptides B/W receptor 1) | P48145 | GPR7-expressing cells, fluorescence antagonist assay | inhibition, % at 4.4 µM | actives 1.1% (n = 290,000) | AID 1861; in the data active = inhibition above about 16%, passing the limit was not always enough;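 note: cells stimulated with the agonist NPW; 0% = agonist with vehicle and 100% = vehicle without agonist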
PfM18AAP inh: PfM18AAP enzyme inhibition; recombinant PfM18AAP, H-Glu-NHMec fluorogenic cleavage; inhibition, % at 7.35 µM; actives 1.2% (n = 290,000);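 active = inhibition above the campaign mean inhibition over all tested compounds plus 3 SD, cut at about 28% in these data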;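 note: 0% = plate median of test compound wells and 100% = 2 mM ZnCl2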
MEKK2mut PB1 HTS: signal of MEK5 binding to mutant human MEKK2 PB1 domain; bead flow cytometry, Alexa488-MEK5 binding to MEKK2 mutant; percent response, % at 10 µM; actives 0.35% (n = 290,000); AID 1530; in the data active = percent response above about 24%, passing the limit was not always enough; note: inactives centre near 1; some results filed as inactive read as strong as hits; reference of the scale not given here
FID counter: fluorescent intercalator displacement, NS3 helicase counter-screen | inhibition, % at 7.9 µM | AID 1845 | actives 0.17% (n = 290,000) | DNA fluorescent intercalator displacement, fluorescence; in the data active = inhibition above about 37%;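 note: 0% = vehicle and 100% = reference compound; higher means more ethidium bromide displaced from hairpin DNA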
NALP1 inh: inhibitors of NALP1 inflammasome in yeast; actives 0.61% (n = 280,000); S. cerevisiae NALP1/ASC/caspase-1 growth, X-gal OD620, 72 h; AID 2071; inhibition, % at 10 µM; in the data active = inhibition mostly above about 24%, no sharp cut-off; inactive = mostly below about 32%; note: some compounds called inactive have numbers as strong as hits
PHOSPHO1 inh: blocks human PHOSPHO1 phosphatase activity; inhibition, % at 13.3 µM; actives 1.1% (n = 290,000); recombinant PHOSPHO1, absorbance phosphatase assay; Q8TCT1; in the data active = inhibition above about 60%
Numbers without * were called inactive; nt = not tested or not shown.

Sample of the layout, 3 compounds:
SMILES | MEKK3 PB1 HTS | OXTR agonist | MEKK2wt PB1 HTS | GPR7 antagonist | PfM18AAP inh | MEKK2mut PB1 HTS | FID counter | NALP1 inh | PHOSPHO1 inh
COc1ccc(CNC(=O)c2ccc(NC(=O)C3=CSCCO3)cc2)cc1 | 94 | 2.1 | 94 | 7 | 0 | 0 | -17 | 13 | 21
COC(=O)CSc1nnc(-c2cccc(NC(=O)c3ccc(C)cc3)c2)n1C | 100 | -2.1 | 99 | -1 | 2 | -2 | -26 | 23 | 13
Cc1ccc(S(=O)(=O)Nc2nc3ccc(S(=O)(=O)N4CCCC4)cc3s2)cc1 | 100 | -0.8 | 92 | -5 | -2 | 2 | -30 | 4 | 41

Main list (from the top)
SMILES | MEKK3 PB1 HTS | OXTR agonist | MEKK2wt PB1 HTS | GPR7 antagonist | PfM18AAP inh | MEKK2mut PB1 HTS | FID counter | NALP1 inh | PHOSPHO1 inh
COc1ccc(CNC(=O)c2ccc(NC(=O)C3=CSCCO3)cc2)cc1 | 94 | 2.1 | 94 | 7 | 0 | 0 | -17 | 13 | 21
COC(=O)CSc1nnc(-c2cccc(NC(=O)c3ccc(C)cc3)c2)n1C | 100 | -2.1 | 99 | -1 | 2 | -2 | -26 | 23 | 13
Cc1ccc(S(=O)(=O)Nc2nc3ccc(S(=O)(=O)N4CCCC4)cc3s2)cc1 | 100 | -0.8 | 92 | -5 | -2 | 2 | -30 | 4 | 41
COC(C(=O)N/N=C(\C)c1ccc(C(C)(C)C)cc1)c1ccccc1 (stereo not given) | 104 | nt | 103 | -5 | -2 | 5 | -34 | 8 | 8
O=C(CN1C(=O)c2ccccc2S1(=O)=O)c1ccc(F)cc1 | 94 | 0.4 | 92 | -4 | 2 | -6 | -4 | nt | 24
COc1ccc(CN2CCNC(=O)C2CC(=O)NCCc2c[nH]c3ccccc23)c(OC)c1 (stereo not given) | 100 | 0.3 | 107 | -10 | -1 | 3 | -18 | 10 | 28
CCOCC(=O)Nc1ccccc1C(=O)O | 100 | -0.8 | 98 | -6 | -2 | -6 | 1 | 3 | 45
C=CCOC(=O)CC(NC(=O)c1ccccc1)c1ccccc1 (stereo not given) | 106 | -0.9 | 103 | 29 | -1 | 5 | -6 | -5 | -42
COC(=O)c1c(NC(C)=O)sc(C(=O)Nc2ccccc2F)c1C | 93 | 0.5 | 94 | 0 | -5 | -7 | -3 | 4 | 41
CCOc1ccccc1C(=O)Oc1ccc2ccc(=O)oc2c1 | 107 | -2.8 | 108 | 0 | 5 | 7 | -16 | -4 | 34
Cc1nc2sc3c(c2c(=O)n1/N=C/c1ccco1)CCCC3 | 101 | -2.2 | 101 | -8 | -6 | 3 | -1 | 9 | 25
Cc1cccc(C(=O)Oc2ccc3ccc(O)cc3c2)c1 | 97 | -0.3 | 98 | -11 | -1 | 0 | -8 | 11 | 13
Cc1cccn2c(=O)c(C=NCCO)c(Nc3ccc(Cl)cc3)nc12 | 93 | -0.1 | 91 | 10 | -6 | -7 | -2 | 3 | 12
O=C(Nc1ccc(Cc2ccncc2)cc1)c1ccc(S(=O)(=O)N2CCCC2)cc1 | 95 | nt | 85 | 11 | -8 | -9 | -19 | 10 | 43
CCCS(=O)(=O)N1CCN(S(=O)(=O)c2ccc(F)cc2)CC1 | 93 | 0.2 | 97 | -6 | -1 | 2 | -2 | 4 | -3
O=C(CSc1cccc[n+]1[O-])c1cc2ccccc2o1 | 105 | 0.5 | 109 | 3 | -2 | 11 | -3 | 12 | 79*
COC(=O)CCS(=O)(=O)c1nc(-c2ccccc2)cc(C(F)(F)F)n1 | 90 | 0.5 | 95 | 15 | -4 | -5 | -7 | -5 | 35
COc1ccc(C2=NN(Cc3c(F)cccc3Cl)C(=O)CC2)cc1 | 98 | -0.5 | 98 | -14 | -1 | -4 | -25 | -3 | -1
CCOC(=O)c1cnc(SC)nc1NCCOC | 100 | -1.3 | 101 | -2 | -9 | -4 | -3 | -14 | 25
COc1ccc(C(=O)C2CCCN(Cc3cnc(N4CCOCC4)s3)C2)c(OC)c1 (stereo not given) | 105 | 0.4 | 104 | -3 | -11 | -1 | 12 | -19 | 10
CN(Cc1nccn1C)C(=O)C1CCC(=O)N(Cc2cccc(C(F)(F)F)c2)C1 (stereo not given) | 101 | -1.1 | 98 | -5 | -1 | 0 | -3 | 5 | 45
O=C(NCc1cccs1)C(Cc1ccccc1)NS(=O)(=O)c1cccs1 (stereo not given) | 105 | 2.1 | 99 | 12 | -2 | 2 | -4 | -4 | 15
C=CCn1cnc2scc(-c3ccc(CC)cc3)c2c1=O | 114 | -2.1 | 131 | 4 | -1 | 12 | -18 | 29 | -46
Cc1ccc2nc(-c3ccc(N4C(=O)CC(N5CCN(CCO)CC5)C4=O)cc3)sc2c1 (stereo not given) | 91 | 1.0 | 104 | 9 | -2 | 0 | -10 | -5 | 7
CC(NS(=O)(=O)c1cn(C)c(=O)n(C)c1=O)c1ccccc1 (stereo not given) | 106 | 0.1 | 112 | -12 | 6 | 8 | -5 | 7 | 8
COc1cccc(Oc2cc(Cl)nc(N)n2)c1 | 101 | -0.9 | 111 | -21 | -4 | 14 | -8 | -22 | nt
N#Cc1ccc(-c2ccc(F)cc2)nc1Sc1ccccc1 | 96 | -1.1 | 95 | 1 | -4 | -7 | 2 | 6 | 26
Cc1ccc(S(=O)(=O)N2CCN(C(=O)c3ccco3)CC2)cc1 | 99 | -0.5 | 99 | -16 | 0 | 3 | -8 | -1 | 39
CCOC(=O)c1c(O)c2ccccc2n(CC)c1=O | 111 | -2.3 | 106 | -13 | 5 | -4 | 0 | 4 | 37
O=C(c1ccc(Cl)c(Cl)c1)c1cc(-c2ccccn2)c(N2CCOCC2)s1 | 93 | 0.6 | 81 | -2 | 6 | -4 | -27 | -6 | 40

Some values from above:
`CC(NS(=O)(=O)c1cn(C)c(=O)n(C)c1=O)c1ccccc1` (stereo not given) @ MEKK3 PB1 HTS: 106
`Cc1ccc2nc(-c3ccc(N4C(=O)CC(N5CCN(CCO)CC5)C4=O)cc3)sc2c1` (stereo not given) @ NALP1 inh: -5

Other entries
SMILES | MEKK3 PB1 HTS | OXTR agonist | MEKK2wt PB1 HTS | GPR7 antagonist | PfM18AAP inh | MEKK2mut PB1 HTS | FID counter | NALP1 inh | PHOSPHO1 inh
CCN(CC)C(=O)Cn1cc(S(=O)(=O)CC(=O)Nc2ccccc2C)c2ccccc21 | 100 | -0.5 | 100 | -11 | 0 | 2 | -37 | -7 | -1
Cc1c2c(nc3nc4ccccc4n13)CC(C)(C)CC2=O | 98 | -0.2 | 98 | -3 | 4 | -1 | -1 | -3 | 14
CSc1nc(-c2ccccc2)nc(NC(=O)c2ccccc2)c1C(C)=O | 101 | -1.0 | 98 | 0 | 3 | -1 | -11 | 5 | 20
CCCCC(=O)NC(=S)Nc1ccc(Cl)c(C(=O)O)c1 | 104 | 0.1 | 100 | 0 | 3 | 2 | -4 | -10 | 41
COc1ccc(CCN(C)C2CCCN(S(=O)(=O)c3ccccc3)C2)cc1OC (stereo not given) | 100 | nt | 103 | 0 | 4 | -3 | 10 | 2 | 9
CCOC(=O)NNC(=O)c1[nH]c2ccc(Br)cc2c1-c1ccccc1 | 105 | 4.0 | 101 | 16 | -4 | 5 | -20 | 14 | 33
O=C(COC(=O)COc1cccc2ccccc12)NCC(F)(F)F | 92 | 1.5 | 99 | -7 | 4 | -2 | -5 | 7 | 42
CC1CC(=O)N(CC(=O)NCc2ccc(F)cc2)c2ccccc2S1(=O)=O (stereo not given) | 99 | 0.9 | 99 | -14 | -5 | 1 | -10 | 4 | 13
COc1ccc(C(=O)OCC(=O)c2c(N)n(C)c(=O)n(C)c2=O)cc1OC | 88 | 3.4 | 95 | -13 | -5 | -8 | 1 | -11 | 37
Cc1ccc2c(Cl)cc(Cl)c(OCC(=O)NCCc3ccccn3)c2n1 | 101 | -2.3 | 102 | -15 | -2 | 3 | -38 | -6 | 13
CC(=O)Nc1ccc(NC(=O)C(C)OC(=O)c2cccc(S(=O)(=O)N3CCCCC3)c2)cc1 (stereo not given) | 98 | 0.0 | 102 | -5 | -6 | 2 | -27 | 12 | 23
Cc1nn(-c2ccccc2)c2c1C(c1ccc(Cl)cc1)N(c1ccccc1)C(=O)N2 (stereo not given) | 103 | -2.0 | 107 | -5 | 4 | -1 | -31 | 27 | -2
COCCNC(=O)CN1CCC(NC(=O)Nc2ccc(C(F)(F)F)cc2)CC1 | 95 | 0.1 | 93 | -5 | -1 | -4 | 6 | -4 | -14
COc1ccc(CC(=O)NCC(=O)N/N=C/c2cc(Br)ccc2OC)cc1 | 115 | -1.2 | 114 | -17 | 0 | 7 | -24 | nt | 13
O=C(CNCc1ccc(F)cc1)Nc1ccc(C(=O)N2CCCCC2)cc1 | 97 | 3.6 | 97 | 0 | 9 | 0 | 2 | 5 | 22
CCc1ccc(N/C(SCc2ccccc2C)=C(/C#N)C(=O)NCc2ccco2)cc1 | 105 | 6.4 | 97 | -16 | 2 | -2 | -12 | 12 | 20
Cn1nc(C(F)(F)F)c(-c2cccc(C(F)(F)F)c2)c1NC(=O)c1nccnc1C(=O)O | 95 | 0.4 | 93 | 22 | 22 | -11 | -27 | nt | 18
Cc1nn(Cc2ccccc2)c(Cl)c1/C=C/C(=O)OC(C(=O)NC(N)=O)C(C)C (stereo not given) | 109 | -1.0 | 104 | -13 | -17 | -2 | -20 | -15 | 6
COCCOC(=O)C1=C(C)OC(N)=C(C#N)C1c1ccc2c(c1)OCO2 (stereo not given) | 95 | -1.1 | 96 | -6 | 13 | -2 | -15 | 14 | 10
CC(=O)C1=C(O)C(=O)N(c2ccc(Br)cc2)C1c1cccc(F)c1 (stereo not given) | 104 | 0.5 | 102 | -10 | 8 | 2 | -29 | 6 | 14
CCC(=O)NCC(=O)OCC(=O)c1ccccc1 | 106 | -0.3 | 94 | -2 | 4 | 3 | -2 | 7 | 13
CN(C)CCNC(=O)/C=N/O | 97 | 0.8 | 106 | 0 | -5 | 10 | -1 | -3 | 9
CC(=O)Nc1ccc2nc(NC(=O)c3cccnc3)sc2c1 | 107 | 0.5 | 93 | 0 | 2 | 3 | 13 | 5 | 21
Cc1ccc(NNC(=O)C(O)(c2cccc(C(F)(F)F)c2)c2cccc(C(F)(F)F)c2)cc1 | 101 | -0.5 | 103 | -12 | -6 | -4 | -4 | 27 | 2
COc1ccc(OC)c2c1CCC2=O | 103 | -1.6 | 104 | -6 | 1 | 3 | 2 | 3 | 4
CCOc1cc(/C=N/Nc2nc(Nc3ccccc3)nc(N3CCCCC3)n2)ccc1OCC(=O)O | 122 | -0.7 | 110 | -12 | 2 | 0 | -1 | -7 | 16
COc1ccccc1CNC(=O)CCC(=O)N1CCOc2ccc(Cl)cc21 | 98 | -1.1 | 100 | 13 | -2 | 3 | -35 | 8 | 18
CCCCN(C)S(=O)(=O)c1c(C)[nH]c(=O)[nH]c1=O | 108 | 0.2 | 108 | -2 | -2 | 8 | -1 | 18 | 26
Cc1ccccc1C(=O)N1c2ccccc2OCC1C(C)(C)C (stereo not given) | 102 | -1.9 | 104 | -35 | -3 | 4 | -31 | 13 | 18
CCOC(=O)c1ccc(N(C(=O)c2ccco2)C(C(=O)NC2CCCCC2)c2ccncc2)cc1 (stereo not given) | 100 | -0.7 | 93 | -4 | -2 | -5 | -39 | 19 | 22
COc1cccc(CNC(=O)CCC2CCCN(C(=O)c3ccc(F)c(Cl)c3)C2)c1 (stereo not given) | 99 | -0.9 | 101 | -6 | 7 | -6 | -37 | 16 | 52
CC(C)CC(=O)Nc1nc2c(c(=O)[nH]1)CCCC2 | 106 | -0.4 | 111 | -3 | -7 | 5 | 0 | 21 | -16
COc1ccccc1-n1c(CNC(=O)c2ccco2)nnc1SCC(=O)Nc1ccc(F)cc1 | 110 | -0.3 | 107 | -7 | -2 | 4 | -24 | 15 | 1
